Lipid storage S3 – qHTS Assay for Lipid Storage Modulators in Drosophila S3 Cells; Drosophila S3 cells, BODIPY lipid droplet fluorescence, 18-24 h; cells fed with added oleic acid; hit rate 0.64% among 320,000; Potency in µM for hits, for the others lipid storage change, negative = inhibition, % at the top dose, mostly 46.1 µM; active = well fitted inhibition curve with a large enough effect in the signal ratio, with a control signal flat, not every such curve was filed as active; inconclusive = small, poorly fitted or top-dose-only effect, or effect the other way, or a change in a side signal; the % refers to the signal ratio
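Drosophila S3 cells got compounds at several concentrations plus oleic acid (400 uM solution). Laser-scanning cytometry with 488 nm excitation read lipid droplets at 500-530 nm and cells at 575-640 nm. Percent activity was relative to 20 uM Triacsin C.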
Lipid storage S3 cell count max – recorded beside Lipid storage S3, whose call it bears; cell number change, %; measured here: cell count max response;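 cells counted by Cell Tracker Red CMTPX staining in the red channel; peak over a dose series mostly up to 46.1 µM; percent activity relative to internal control wells on each plate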
The depositor's hits bear a star; i = inactive; ? = inconclusive; nt = no result given; [ ] = dose if it differs, or a comment. % is set by controls: 0 for no effect and ±100 for the full control effect; potency is the fitted concentration of half-maximal effect.

nr	smiles	Lipid storage S3 cell count max	Lipid storage S3
1	C#CCOCCOCCOCCNc1nc(N2CCN(C(=O)[C@H](Cc3ccc(O)cc3)n3cc([C@@H](N)C(C)CC)nn3)CC2)nc(N2CCN(C(=O)[C@H](Cc3cc4ccccc4[nH]3)n3cc([C@@H](N)CC(C)C)nn3)CC2)n1 (some centres not stated)	0	3%
2	CCc1ccc(NC(=O)c2ccc(NC(=O)C3CCCO3)cc2)cc1 (configuration not stated)	9	i
3	O=C1C(c2ccnc3ccccc23)=C(O)c2ccccc21	-7	4%
4	CC(C)Cc1nnc(NC(=O)C2CC(=O)N(Cc3ccccc3)C2)s1 (configuration not stated)	nt	?
5	O=C(O)CCCn1c(=O)[nH]c2ccccc2c1=O	nt	?
6	Cc1ccc(S(=O)(=O)Oc2ccc(C3C4=C(CCCC4=O)N(CCC(=O)O)C4=C3C(=O)CCC4)cc2Cl)cc1	nt	-3%
7	O=P(/C(=N/O)Sc1ccccc1)(N1CCOCC1)N1CCOCC1	-7	13%
8	Cc1ccc(NC(=O)C2Cc3ccccc3CN2C(=O)c2ccco2)cc1S(=O)(=O)N(C)C (configuration not stated)	nt	?
9	Cn1c(SCC(=O)C(C)(C)C)nnc1-c1ccc(F)cc1	nt	?
10	COc1ccc(C(=O)NC2(C(F)(F)F)NC(=O)N(CCCc3ccccc3)C2=O)cc1OC (configuration not stated)	nt	?
11	Cc1c(Cc2ccccc2)c(=O)oc2cc(OC(=O)c3ccccc3)ccc12	nt	?
12	O=C(CSc1nnc(Cc2cccs2)n1-c1ccc(Cl)cc1)NCc1ccc2c(c1)OCO2	nt	?
13	Cc1nc(SCC(=O)NC2CCCCC2C)c(C#N)c(C)c1C (configuration not stated)	nt	?
14	Cc1ccc(-n2ncc3c(=O)n(CC(=O)NCc4ccco4)cnc32)cc1	1	4%
15	Cc1ccc(S(=O)(=O)CCCS(=O)(=O)c2ccc(C)cc2)cc1	nt	0%
16	O=C1C=C(c2ccc3c(c2)OCO3)C[C@@H](c2ccc3c(c2)OCO3)C1	nt	?

Compound profiles, from the list above. Order of values: Lipid storage S3 cell count max | Lipid storage S3
Cc1ccc(-n2ncc3c(=O)n(CC(=O)NCc4ccco4)cnc32)cc1 is listed with 1 | 4%
Cn1c(SCC(=O)C(C)(C)C)nnc1-c1ccc(F)cc1 is listed with nt | ?

(next part)
nr	smiles	Lipid storage S3 cell count max	Lipid storage S3
17	CCOC(=O)c1sc(=NC(=O)c2cccc(OC)c2)n(C)c1C	-1	i
18	COc1ccccc1NS(=O)(=O)c1cc(NC(C)=O)ccc1N1CCCCC1	nt	?
19	CCn1c(CSCc2c(Cl)cccc2Cl)n[nH]c1=S	nt	?
20	CCCCn1nc(NC(=O)COC)c2cc3cc(OC)ccc3nc21	2	15%
21	Cc1cccc(C)c1NC(=O)COC(=O)CN1C(=O)C2CCCCC2C1=O (configuration not stated)	nt	?
22	COc1cccc(C(=O)Nc2cccnc2)c1	nt	?
23	OCCCc1cn(Cc2ccccc2)c2ccccc12	-17	11%
24	CCOc1nc2cnccc2n(CC(=O)Nc2ccc(C)c(C)c2)c1=O	-27	i
25	CCCCn1c(N)c(N(CC(C)C)C(=O)C2=NN(c3cc(C)ccc3C)C(=O)CC2)c(=O)[nH]c1=O	-23	i
26	COC(CNc1cc(=O)oc2ccccc12)OC	-30	i
27	CC(=O)Nc1ccccc1C(=O)N1CCN(Cc2ccccc2)CC1	nt	?
28	Cc1ccc(NC(=O)c2noc(C(C)C)c2[N+](=O)[O-])cc1	-8	11%
29	COc1ccc(CCNC(=O)c2cc3sc(Cl)cc3n2C)cc1OC	nt	?
30	Cc1ccccc1C(=O)c1cn[nH]c1-c1ccccc1O	11	11%
31	N#CCSc1nnc(-c2c[nH]c3ccccc23)o1	nt	?
32	COC(=O)Cn1nnc(-c2cccc(OC)c2)n1	2	1%

Reprinted at random: two entries already listed
nr	smiles	Lipid storage S3 cell count max	Lipid storage S3
23	OCCCc1cn(Cc2ccccc2)c2ccccc12	-17	11%
28	Cc1ccc(NC(=O)c2noc(C(C)C)c2[N+](=O)[O-])cc1	-8	11%

Continued.
nr	smiles	Lipid storage S3 cell count max	Lipid storage S3
33	O=S(=O)(c1ccc(-c2ccon2)s1)N1CCOCC1	10	-3%
34	CCn1c(C)nc2cc(S(=O)(=O)Nc3ccc(C)cc3)ccc21	-1	-25%
35	N#C/C(=C\c1cccs1)c1nc2ccccc2[nH]1	nt	?
36	COCC(=O)NCCNc1nc2ccc(C)cc2cc1C	2	8%
37	Oc1ccc2nnc3c(Br)cnn3c2c1	7	11%
38	COc1ccc(NC(=S)Nc2ncccc2C)cc1OC	21	i
39	Cc1ccc(NC(=O)Cc2cn(C)c3ccccc23)cc1F	nt	1%
40	COc1ccc(CCNC(=S)NC(=O)c2cc(OC)c(OC)c(OC)c2)cc1OC	-1	10%
41	COc1cccc(-c2csc(N3CCN(C(=S)NCC(C)C)CC3)n2)c1	13	-25%
42	CCOC(=O)c1c(-n2cnnn2)sc(C)c1C	-1	20%
43	Cc1ccc2c(c1)C1CN(C)CCC1N2Sc1ccccc1[N+](=O)[O-] (configuration not stated)	-21	-23%
44	Cn1cc(S(=O)(=O)N2CCCC2)cc1C(=O)NCc1ccccc1	nt	?
45	CCCCN(Cc1ccccc1)c1ncnc2nc[nH]c12	nt	?
46	COc1ccc(S(=O)(=O)N2CCN(CCC(=O)Nc3ccc(F)cc3)CC2)cc1	13	16%
47	CCOC(=O)N1CCC(=NNC(=O)c2ccc(O)cc2)CC1	4	22%
48	CCOc1ccc2nc(SCC)[nH]c2c1	10	-21%
49	COc1cccc(/C=N/Nc2ncnc3c2ncn3Cc2ccccc2)c1O	nt	?
50	Cc1cc(C)n(-c2nc3ccccc3nc2NCCc2ccccc2)n1	nt	?
51	CC(=O)N1CN(C2CCCC2)Cc2c1sc1c2CCCC1	-5	6%
52	O=C(NCCO)c1ccc(Cl)c(Cl)c1	nt	?
53	COc1ccc(C)cc1NC(=O)COC(=O)C1CC1	nt	?
54	CCCn1c(=O)[nH]c(=O)c2c1nc(-c1ccc(C(F)(F)F)cc1)n2CCOC	nt	?
55	CC1CCN(c2nc3ccc(C(=O)O)cc3s2)CC1	7	9%
56	Cc1nc2ccccc2n1CC(=O)N/N=C/c1cccs1	nt	?
57	Cc1ccc(OS(=O)(=O)c2ccccc2)c(/C=N/N=C2\NC(=O)C(C)S2)c1 (configuration not stated)	1	2%
58	C=CCc1cc(/C=C2/NC(=O)NC2=O)cc(OCC)c1O	2	0%
59	CCC(CC)N1CCN(CC2CC=CCC2)CC1 (configuration not stated)	nt	?
60	CC(C)(C)c1ccc(OCC(O)CN2CCN(c3ccccn3)CC2)cc1 (configuration not stated)	-22	i
61	C/C(=N\Nc1cccc(C(=O)O)c1)c1ccc(Cl)s1	2	3%
62	COc1ccc(-c2nc(-c3cccc(C)c3)no2)cc1OC	2	8%
63	Cc1nc2c(c3c1[nH]c1ccccc13)C(O)CC(C)(C)C2 (configuration not stated)	nt	?
64	CC(=O)Nc1ccc(C(=O)Nc2cccc(S(=O)(=O)NC3=NCCC3)c2)cc1	-11	0%[0.0737 µM]
65	COC(=O)c1cc(S(=O)(=O)NCc2ccc3c(c2)OCO3)c[nH]1	nt	?
66	CN(Cc1ccccc1)S(=O)(=O)c1ccc(OCC(=O)NCc2cccnc2)cc1	6	i
67	CNc1ccc(Br)cc(C(=O)/C=C/c2cccc(Cl)c2Cl)c1=O	nt	?
68	Cc1ccc(S(=O)(=O)N2CCC(C(=O)Nc3ccc(N4CCOCC4)cc3)CC2)cc1C	nt	?
69	c1ccc(-n2ncc3c(NCc4ccc5c(c4)OCO5)ncnc32)cc1	-12	-7%
70	Cc1ccc(/C=N/NC(=O)c2cc3ccccc3cc2O)o1	nt	?
71	CC1CC(C)CN(S(=O)(=O)c2cccc3nsnc23)C1 (configuration not stated)	nt	-9%
72	Cc1onc(-c2ccccc2Cl)c1C(=O)NCc1ccc(S(N)(=O)=O)cc1	nt	?
73	Cc1cc(C)nc(-n2nc(C)cc2NC(=O)CN2CCCC(C)C2)n1 (configuration not stated)	12	6%
74	Cc1ccc(C(=O)Nc2cccc(C(=O)O)c2)cc1	-14	-1%
75	CCOc1cccc(/C=C2\NC(=S)N(c3ccccc3)C2=O)c1O	nt	?
76	CCOC(=O)c1cccc(NC(=O)c2cncc(Br)c2)c1	nt	?
77	O=C(COC(=O)c1ccccc1NC(=O)c1ccco1)Nc1ccc2c(c1)OCO2	nt	?
78	O=C(NCC1CC1)c1onc(CSc2ccc(F)c(F)c2)c1C(=O)NCC1CC1	nt	?
79	CC1Oc2ccccc2N(Cc2cccnc2)C1=O (configuration not stated)	nt	?
80	CCC1Sc2ccc(S(=O)(=O)CCC(=O)Nc3cccc(Br)c3)cc2NC1=O (configuration not stated)	5	i
81	O=C(Nc1c2c(nn1-c1ccc(F)cc1)CSC2)c1ccc(S(=O)(=O)N2CCOCC2)cc1	nt	?
82	Cc1ccc(OCCCCn2cnc3ccccc32)c(C)c1	nt	?
83	O=C(CN1CCC(NC(=O)c2ccccc2Cl)CC1)NCc1ccccc1	nt	?
84	CC(C)CCNC(=O)C(=O)Nc1cc2c3c(c1)CCC(=O)N3CCC2	-23	1%
85	COc1ccc(Nc2nnc(SCc3cn4c(C)cccc4n3)s2)cc1	nt	?
86	CCc1nc2n[nH]c(N)c2c2c1CCCC2	nt	?
87	O=C(CN1CCN(S(=O)(=O)c2cccc(F)c2)CC1)NCC1(N2CCOCC2)CCCCC1	nt	?
88	CCC(=O)c1ccc(N2CCCCCC2)c(F)c1	-26	i

(more compounds)
nr	smiles	Lipid storage S3 cell count max	Lipid storage S3
89	Cc1nn(C)c(C)c1S(=O)(=O)N(CC(=O)Nc1ccccn1)c1ccc(C(C)C)cc1	-1	9%
90	CCCN(CCC)C(=S)NC(=O)c1ccc(Cl)cc1Cl	-10	-7%
91	Cn1cc([N+](=O)[O-])c(C(=O)Nc2cc(Oc3cccnc3)cc([N+](=O)[O-])c2)n1	-3	0%
92	N=c1oc2ccccc2cc1C(=O)NC1CCCCCC1	nt	?
93	c1ccc2nc(-c3ccc(-n4ccnc4)cc3)ccc2c1	9	8%
94	Cc1cc2c(c(=O)n1-c1ccccc1)C1O[C@](c3ccsc3)(Cc3cc(C#N)ccc31)O2	8	14%[9.22 µM]
95	O=C(NCc1cccnc1)c1cnn2ccccc12	nt	?
96	CCN(CC)S(=O)(=O)c1ccc(N/N=C(\C)c2ccncc2)c([N+](=O)[O-])c1	nt	?
97	CC1(C)Cc2c(C#N)c(N3CCOCC3)nc(-c3ccccc3)c2CO1	2	11%
98	CC1(c2ccc(Cl)cc2)NC(=S)N2C1NC(=S)N2c1ccccc1 (configuration not stated)	-3	3%
99	O=C(CN1CCN(c2ccccn2)CC1)N(c1ccccc1)c1ccc2ccccc2c1	-28	11%
100	Cn1c(SCC(=O)NC2CCCC2)nnc1-c1ccccn1	-17	-15%
101	CCN1CCN(c2ccc(S(=O)(=O)N3CCOCC3)cc2NC(=O)c2ccc(C(F)(F)F)cc2)CC1	4	4%
102	O=C(CCCN1C(=O)/C(=C\c2cccs2)SC1=S)Nc1ccc(O)cc1C(=O)O	nt	?
103	COc1ccc(C2CC(c3ccc(Cl)cc3)Nc3nc(NC(=O)c4ccco4)nn32)cc1 (configuration not stated)	-26	-17%
104	CN(Cc1ccc(F)cc1)C(=O)c1ccc(NS(=O)(=O)c2ccc3[nH]c(=O)[nH]c3c2)cc1	25	-34%[0.0737 µM]
105	COC(=O)C(C(=O)OC)C(c1ccccc1)C(C(=O)c1ccccc1)[N+](=O)[O-] (configuration not stated)	-4	3%
106	COc1ccc(-c2nc(NC(=O)C3=NN(c4cccc(C)c4)C(=O)CC3)sc2C)cc1	-1	-7%
107	COc1ccccc1CN1CCC(n2nccc2NC(=O)CCc2ccccc2)CC1	2	i
108	O=C(Cc1ccccc1)Nc1ccccc1C(=O)N1CCN(c2ccccc2)CC1	nt	i
109	Cc1ccc(-n2c(-c3cc(C)n(C)n3)n[nH]c2=S)cc1	9	2%
110	CN(C)c1ccc(C(=O)Nc2ccc(S(=O)(=O)Nc3nccs3)cc2)cc1	nt	?
111	Cc1c(NC(=O)C2C3C=CC(C3)C2C(=O)O)c(=O)n(-c2ccccc2)n1C (configuration not stated)	20	i
112	COc1cccc(C2=CC(c3cccs3)n3nnnc3N2)c1 (configuration not stated)	nt	?
113	COc1ccc(-c2cc(C)no2)cc1S(=O)(=O)N(C)c1ccc(C)c(C)c1	nt	?
114	COc1ccc(CNC(=O)Cn2ccc(N)nc2=O)cc1	nt	?
115	Cc1nnnn1CC(=O)Nc1ccccc1[N+](=O)[O-]	2	-7%
116	O=C(COC(=O)c1cc(Cl)ccc1[N+](=O)[O-])Nc1cccc2ccccc12	15	21%
117	Cc1cc(C(=O)OCC(=O)NCCc2ccccc2)c2ccccc2n1	nt	?
118	CC1CCc2c(sc3nc4n(c(=O)c23)CCS4)C1 (configuration not stated)	nt	?
119	COc1ccccc1OCc1nc(C#N)c(N2CC(C)CC(C)C2)o1 (configuration not stated)	nt	?
120	CC(C)C1(C)C(=O)N=C2c3ccccc3C(=O)N21 (configuration not stated)	nt	?
121	CCOc1ccc(NC(=O)CC2Nc3ccccc3NC2=O)cc1 (configuration not stated)	nt	?
122	Clc1ccc(-c2cn(-c3ccccc3)c3[n+]2CCS3)cc1	nt	?
123	CC(C)(C)NC(=O)NC(=O)CN1CCCCCCC1	-9	21%
124	COc1ccc(CCNC(=O)c2[nH]c(C)c(C(C)=O)c2C)cc1OC	nt	?
125	COc1cccc(CNc2ccc(S(=O)(=O)N3CCN(C)CC3)cn2)c1	nt	?

Compound activity from PubChem.

The list is partial; count on the stated rates, not on these rows.
